# ALOX12 inh – Primary qHTS assay for inhibitors of human arachidonate 12S-lipoxygenase (ALOX12): Round 2; Polyunsaturated fatty acid lipoxygenase ALOX12 (Homo sapiens), P18054; purified 12hLO, xylenol orange hydroperoxide absorbance; Potency, µM (titrated, usually from 108 µM), for inactives: top-dose activity change, negative = inhibition, usual class: inhibitors; 580,000 tested, 1.1% active; active = well fitted inhibition curve with a large enough effect; inconclusive = small, poorly fitted or top-dose-only effect, or another doubt; inactive = no such curve, though single readings can be large or run the other way
# Target sequence (P18054 whole entry, looked up): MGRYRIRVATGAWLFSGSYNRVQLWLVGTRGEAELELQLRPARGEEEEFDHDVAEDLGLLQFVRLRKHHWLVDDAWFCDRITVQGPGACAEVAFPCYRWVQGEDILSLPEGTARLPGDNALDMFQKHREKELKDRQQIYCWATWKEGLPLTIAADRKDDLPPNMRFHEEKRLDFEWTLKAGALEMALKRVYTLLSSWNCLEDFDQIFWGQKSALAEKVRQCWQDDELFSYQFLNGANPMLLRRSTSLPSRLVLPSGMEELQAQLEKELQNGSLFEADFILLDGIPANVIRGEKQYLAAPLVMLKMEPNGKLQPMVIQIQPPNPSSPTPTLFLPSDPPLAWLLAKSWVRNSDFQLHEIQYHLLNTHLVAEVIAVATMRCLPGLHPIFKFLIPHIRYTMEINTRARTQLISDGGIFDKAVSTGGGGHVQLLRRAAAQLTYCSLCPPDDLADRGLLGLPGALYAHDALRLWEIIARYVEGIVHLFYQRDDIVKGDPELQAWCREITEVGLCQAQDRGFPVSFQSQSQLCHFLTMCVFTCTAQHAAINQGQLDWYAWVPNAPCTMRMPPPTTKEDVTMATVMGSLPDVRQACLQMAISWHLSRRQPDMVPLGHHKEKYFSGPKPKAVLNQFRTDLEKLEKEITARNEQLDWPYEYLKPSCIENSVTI
#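 Hydroperoxide product was detected by ferrous iron/xylenol orange as the 573 to 405 nm absorbance ratio. Arachidonic acid at 40 uM (final) was turned over for 30 min at room temperature by 150 nM human 12hLO, pH 7.0 Hepes buffer, after 15 min compound preincubation.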
# * marks the source's active call; other numbers are inactive results; i = inactive; ? = inconclusive; [ ] = dose if it differs, or a comment. % is set by controls: 0 for no effect and ±100 for the full control effect; potency is the fitted concentration of half-maximal effect.
SMILES,ALOX12 inh
COc1ccc(NC(=O)c2cc(C3CCCCN3C(=O)c3ccc(Cl)cc3)on2)c(C)c1 (stereo not given),?
CN1C[C@H]2CN(Cc3ccc(C(F)(F)F)cc3)CCN2C1=O,-18%[176 µM]
COc1ccccc1OCCNC(=O)[C@@H]1COCC(=O)N1Cc1ccc(F)cc1,3%
Cc1noc(C)c1C(=O)N1CCC2(CC1)CN([S+](C)(=O)[O-])Cc1ccccc1O2,9%[6.33 µM]
Nc1ccccc1-n1ccnc1,?
O=C(O)C[C@@H]1CCN(C(=O)C2CCC2)C[C@@H]1CCN1CCN(c2cccc(C(F)(F)F)c2)CC1,-4%
N#Cc1cccc(OCC(=O)c2ccc3c(c2)CCCC3)c1,-18%
CC1(C)CC(=O)C2=C(C1)OC(N)=C(C#N)C2c1c2ccccc2cc2ccccc12 (stereo not given),?
CCCSc1nc2c(c(=O)n(C)c(=O)n2C)n1CCCc1ccccc1,1%
Cc1ccc(CN2CCN(Cc3c[nH]c4ccccc34)CC2)cc1,0%
Cc1cc2ncc(C(=O)NCCc3ccccc3)cn2n1,-1%[176 µM]
CCC(CNC(=O)c1nn(-c2ccccc2)c(=O)c2ccccc12)c1ccccc1 (stereo not given),-10%
CC(C)=CCN1CCCC2(Cc3ccccc3CNC2=O)C1 (stereo not given),10%[12.5 µM]
C[C@@H]1CN(Cc2ccc3c(c2)CN(Cc2coc4ccccc4c2=O)CCO3)C[C@H](C)O1,-23%
CC1(C(=O)NS(=O)(=O)c2cccc(C#N)c2)CCN1C(=O)CC1CC1 (stereo not given),?
Cc1nc2scc(CC(=O)N3CCCCC3)n2c(=O)c1-c1cc(C)n(-c2ccc(F)cc2)n1,3%
CC(=O)c1ccc(NC(=O)C23CCC(C2)C(C)(C)C3=O)cc1 (stereo not given),7%
CC(C)(C)C(=O)N1CCC(C(=O)N2CCN(c3ccc(F)cc3)CC2)CC1,14%
CCCn1ccc2sc(C)c(C(=O)O)c2c1=O,-8%
c1ccc2c(C(c3nnnn3-c3ccc4c(c3)OCCO4)N3CCCCC3)ccnc2c1 (stereo not given),-63%

# In the list so far, these have a CF3 group.
SMILES,ALOX12 inh
CN1C[C@H]2CN(Cc3ccc(C(F)(F)F)cc3)CCN2C1=O,-18%[176 µM]
O=C(O)C[C@@H]1CCN(C(=O)C2CCC2)C[C@@H]1CCN1CCN(c2cccc(C(F)(F)F)c2)CC1,-4%

# The results go on.
SMILES,ALOX12 inh
CC(=O)N1CCc2nn(CC(=O)N3CCc4ccccc43)c(=O)cc2C1,32%
CNC(=O)N1CCC(Cc2ncc(C)n2CCOC)C1 (stereo not given),5%
CSc1ncc(CN2CCCN(S(=O)(=O)N3CCCC3)CC2)cn1,-1%
CS(=O)(=O)Nc1ccc(NC(=O)Cc2ccc3c(c2)CCC3)cc1,13%
C#CCN(C)C(=O)C[C@@H]1c2nc(NC(=O)COC)sc2C[C@@H]2[C@](C)(CO)[C@H](O)CC[C@]21C,-6%
OCCC1CCN(c2ccc(-c3nc(CCCc4ccccc4)no3)cn2)CC1,25%
COc1cccc(CN[C@H]2[C@H](O)[C@H](O)C[C@@H]2c2ccc(C(F)(F)F)nc2)c1,?
CN(C)S(=O)(=O)c1ccc(Cl)c2ccccc12,15%
Cc1ccccc1CN1C[C@H](O)C[C@H]1c1nc(C2CC2)no1,7%[176 µM]
OC(c1cccnc1)c1nc(-c2ccc3c(c2)OCO3)cs1 (stereo not given),?
CCCS(=O)(=O)NC(=O)C1(C)CCCN(C(=O)c2ccncc2)C1 (stereo not given),-7%
Cc1ccc(C(=O)Nc2cc3c(cc2SCc2ccco2)n(C)c(=O)n3C)cc1,7.9µM*
Cc1ccc(NS(=O)(=O)c2ccc(-c3coc(C)n3)cc2)cc1,3%
COC(=O)c1cc2c(c3c4cc(OC)ccc4n(C(=O)c4ccccc4)c13)C(=O)N(C1CCCCC1)C2,-11%
C#CCCCN([C@H](C(=O)OC)C(C)C)S(=O)(=O)c1ccccc1Br,0%
Cc1ccc(NC(=O)N2CCC(CCNC(=O)c3ccco3)CC2)cc1F,36%[activator]
CC(C)c1ccc(/C=C(/C(=O)O)c2cccs2)cc1,-26%
CN1C2=N[C@H](c3ccccc3)CC(=O)N2/C(=C\c2ccccc2)C1Cc1ccccc1 (stereo not given in full),27%
CSc1cccc(NC(=O)Cn2c(C)cc3nc4n(c(=O)c32)CCCCC4)c1,9%
COc1ccc(N2C(=O)C3(CCCCC3)C2C(=O)NCc2nc3ccccc3n2C)cc1 (stereo not given),52%[activator]

# A draw from above in order of SMILES length, low to high:
SMILES,ALOX12 inh
CNC(=O)N1CCC(Cc2ncc(C)n2CCOC)C1 (stereo not given),5%
Cc1ccc(NS(=O)(=O)c2ccc(-c3coc(C)n3)cc2)cc1,3%
CS(=O)(=O)Nc1ccc(NC(=O)Cc2ccc3c(c2)CCC3)cc1,13%
CN1C2=N[C@H](c3ccccc3)CC(=O)N2/C(=C\c2ccccc2)C1Cc1ccccc1 (stereo not given in full),27%
COc1cccc(CN[C@H]2[C@H](O)[C@H](O)C[C@@H]2c2ccc(C(F)(F)F)nc2)c1,?
C#CCN(C)C(=O)C[C@@H]1c2nc(NC(=O)COC)sc2C[C@@H]2[C@](C)(CO)[C@H](O)CC[C@]21C,-6%

# (continued)
SMILES,ALOX12 inh
CN(C)C(=O)c1ccc(NC(=O)c2cc(Br)c(Br)s2)cc1,?
CN1CCN(CCNC(=O)CC2CCN(C(=O)c3ccc4nc(-c5ccccc5)oc4c3)CC2)CC1,37%[activator]
CC(=O)NC1(C)CCN(Cc2cccc(-c3ccc(N4CCOCC4)cc3)c2)C1 (stereo not given),?
CCOc1ccccc1NC(=O)N1CCCC1c1nc(CCOCC2CCOCC2)no1 (stereo not given),20%
Cc1noc2c(N3CCNC(=O)C3)cc(-c3cccs3)nc12,20%[176 µM]
CCCC(C(=O)NCc1ccc(OC)c(OC)c1)c1ccccc1 (stereo not given),-42%
Cc1ccc(-c2nc3ccc(Cl)cn3c2Cc2ccccc2C(F)(F)F)cc1,?
Cc1cccc(C(=O)N(Cc2ccco2)c2ccccn2)c1,?
CCS(=O)(=O)N1CCCC(Cc2ncc(C)n2C(C)C)C1 (stereo not given),18%
O=C1NC(C(=O)Nc2ccccc2)Cn2cccc21 (stereo not given),18%
O=C(CC1CCCCC1)Nc1ccc(-c2nc3ccccc3s2)cc1,?
Cc1ccc(NC(=O)C2CC(=O)N(c3n[nH]c4cc(Br)ccc34)C2)cc1 (stereo not given),1%
CS(=O)(=O)c1ccc(CN2C[C@@H]3C[C@H]2C(=O)N(Cc2ccc(OC(F)(F)F)cc2)c2ccccc2O3)cc1,-5%
CC(C)CNC(=O)Cc1ccc(N(Cc2cccc(F)c2)C(=O)c2ccco2)cc1,35%
c1coc(CNC23CC4CC(CC(C4)C2)C3)c1,-27%
CCn1ccc2cc(S(=O)(=O)N3CCC(C(=O)NCc4ccco4)CC3)ccc21,-19%
CC(NC(=O)c1ccc2c(c1)NC(=O)CS2)c1ccc2c(c1)CC(=O)N2 (stereo not given),?
Cc1cnc(NC(=O)c2ccc3c(c2)OCCN(CCC(C)C)C3)s1,27%[176 µM]
CC(=O)Nc1ccc(NC(=O)c2cccc3c(Br)cccc23)cc1,-12%
Cc1cccc(C)c1NC(=O)CSC1=NS(=O)(=O)c2ccccc2N1,0%
COc1cccc(NS(=O)(=O)c2cc(-c3cnc(C)o3)ccc2C)c1,?
CC(=O)Oc1cc2c(s1)CCN(C(C(=O)C1CC1)c1ccccc1F)C2 (stereo not given),?
O=C(CCl)N1CCN(C/C=C/c2ccccc2)CC1,?
OC1CN(Cc2ccccc2)CCN(C2CCN(c3ccccc3F)CC2)C1 (stereo not given),48%[activator]
O=C(NCc1ccccc1)O[C@H]1COCCN(c2nc3ccccc3s2)C1,9%[176 µM]
CCCCn1nc(C(=O)Nc2ccc3nc(C)sc3c2)c2ccccc2c1=O,3%
CC1=CC(=O)C2(CCCCC2)NC1,?
CCn1c(SCC(=O)NCc2cccs2)nnc1-c1ccc2c(c1)OCCCO2,6%
CC(C)NC(=O)COC(=O)c1c[nH]c2ccccc12,?
O=C1[C@@H]2C[C@@H](CN2Cc2nccs2)Oc2ccccc2N1Cc1ccc(OC(F)(F)F)cc1,26%
C[C@@H]1CN(c2ccc(N3CCNC[C@@H]3C)cc2C#N)CCN1Cc1ccccc1,?
Cc1ccc2cc(C(=O)NCC3CCS(=O)(=O)C3)[nH]c2c1 (stereo not given),12%
COc1ccc(-c2cc(N3CCCC(NC(=O)c4cccc(C(F)(F)F)c4)C3)n[nH]2)cc1 (stereo not given),-5%
CCCCC[C@@H](C)N1C[C@H](COCc2ccccc2)Oc2cc(N3CCC[C@H]3CO)ccc2S1(=O)=O,?
COc1ccccc1C(=O)Oc1ccc(Cl)cc1,15%
Cc1cc(C(=O)N[C@H]2[C@H](O)[C@H](O)C[C@@H]2c2cccnc2)n(C)n1,13%[176 µM]
Cc1noc(C)c1-c1cc2c(c(-c3ccccc3Oc3ccccc3)c1)C(=O)N(C)C2,-17%[176 µM]
CN(C)c1cccc(C(=O)N2CCC3(CC2)NC(=O)N(Cc2ccccc2)C3=O)c1,19%
CCCN1C[C@@H](C)[C@@H](OC)CN(C)C(=O)c2ccc(NC(=O)c3cccc(F)c3)cc2OC[C@H]1C,-8%
C/C(=N/NC(N)=S)C1=CC(C)(C)CCC1,6.3µM*
CCOC(=O)c1cnc(Nc2cccc(F)c2)c2ccccc12,-1%
CCn1nc(C(=O)OC(C)C(=O)Nc2cccc3ccccc23)c2ccccc2c1=O (stereo not given),8%
CN1C(=O)CCC2(CNC(=O)c3nn(C)c4ccccc34)CCC=C12 (stereo not given),46%[activator]
COc1ccc(OCCN2CCC(C(=O)NC(c3ccccn3)c3ccccc3OC)CC2)cc1 (stereo not given),5%
CC(C)CN(CC(C)C)C[C@H]1O[C@H](Cc2cc(COc3ccccc3)on2)CC[C@@H]1O,38%[activator][176 µM]
CCN(CC)CCC(=O)Nc1c(C(=O)OC)[nH]c2ccccc12,3%
Cc1cc(C)cc(NC(=S)NCC(C)(C)N2CCOCC2)c1,30%
C=C[C@H]1C(C(=O)OCC)=CC[C@@H](c2ccccc2)N1S(=O)(=O)c1ccc(C)cc1,11%
CCC(C)c1ccc(NC(=O)CSc2ncnc3ccccc23)cc1 (stereo not given),3%
O=C1CCN(Cc2cccnc2)CCCC(C(=O)NCCCN2CCOCC2)CCN1 (stereo not given),19%
Cc1nn(C)cc1C(=O)N1CCC2(CC1)CN(c1ncccn1)CC2CO (stereo not given),52%[activator]
Cc1ccc(CN2CCC(N3CCCC(C(=O)NCCc4ccccc4)C3)CC2)o1 (stereo not given),1%
COC(=O)c1cc(-c2ccccc2OC)nc2ccccc12,-12%
CNC(=O)CC1C(=O)NCCN1C(=O)c1cc(COc2ccccc2)[nH]n1 (stereo not given),31%
Cc1cc(C(=O)N[C@@H]2CCC[C@@H](C(=O)N3CCN(C)CC3)CC(=O)N(C)C2)no1,14%[176 µM]
O=C(c1ccc[n+]([O-])c1)N1CCC2(CCCN(CC3CCCCC3)C2=O)C1 (stereo not given),31%
C#CCNC(=O)C[C@@H]1C[C@@]2(C(=O)OC)CC(C)(C)CC=C2N(Cc2ccco2)C1=O,1%
Cc1ccc(CSc2nc3c(cnn3CCO)c(=O)[nH]2)cc1,15%
COCCN1CCCCCC(O)c2cc(C(=O)NCCCN3CCCc4ccccc43)ccc21 (stereo not given),i
O=C1[C@@H]2C[C@@H](CN2Cc2ncc[nH]2)Oc2ccccc2N1Cc1ccc(OC(F)(F)F)cc1,83%[activator]

# Continuation.
SMILES,ALOX12 inh
CNC(=O)Cn1c(CO)cnc1SCc1ccc(Br)cc1,-5%
Cc1ccc(C)c(NC(=O)Nc2nnc(N3CCCCC3C)s2)c1 (stereo not given),22%
O=S(=O)(NCc1nc2ccccc2s1)c1cccs1,?
Cc1ccc(C)c(OCC(=O)Nc2ccc(S(=O)(=O)Nc3nccs3)cc2)c1C,23%
CCCCc1cnc2c(c1SCC(=O)NCC1CCCO1)c(=O)n(C)c(=O)n2C (stereo not given),10%
CN(Cc1ccc(-c2ccc(Cl)cc2)o1)C(=O)CSc1nnc(C2CC2)n1CCC(N)=O,?
CCN(CC)c1ccc2nnc(CCC(=O)N3CCC4(CC3)OCCO4)n2n1,14%
Cc1cccc(N2CCN(C(=O)CCn3ccn4nc5c(c4c3=O)CCCC5)CC2)c1,19%
CC(C)c1ccc(Nc2ncccc2[N+](=O)[O-])cc1,?
CCCNC(=O)N(C1CCOCC1)C1CCN(C(=O)CCC(=O)c2ccc(F)cc2)CC1,1%
COC(=O)C[C@H]1C[C@@H]2c3cc(N(C)C)ccc3O[C@@H]2[C@H](CO)O1,-3%
CN(Cc1cnccn1)C(=O)c1csc2nc(-c3cccc(C(F)(F)F)c3)cn12,-8%
Cc1cccc(CNC(=O)CCc2conc2-c2ccc(F)cc2)c1,28%
OCC1(CN2CCCC2)CCN(Cc2cc(F)cc(Cl)c2)CC1,-18%
Oc1cccc(Nc2nccc3[nH]c(-c4ccccc4)cc23)c1,-29%

# Rewritten with values ahead of the structure: two of the compounds above
ALOX12 inh | mol
? | O=S(=O)(NCc1nc2ccccc2s1)c1cccs1
23% | Cc1ccc(C)c(OCC(=O)Nc2ccc(S(=O)(=O)Nc3nccs3)cc2)c1C

# Printed as active in ALOX12 inh (from the list above):
SMILES,ALOX12 inh
Cc1ccc(C(=O)Nc2cc3c(cc2SCc2ccco2)n(C)c(=O)n3C)cc1,7.9µM*
C/C(=N/NC(N)=S)C1=CC(C)(C)CCC1,6.3µM*

# Source: PubChem BioAssay (National Center for Advancing Translational Sciences (NCATS))

# A portion of the library; the hit share may differ from the screen's.
